UHRF1 MBD2 ctr: UHRF1 methyl-DNA binding inhibition. Q96T88. UHRF1 binding to methylated oligo, TR-FRET. inhibition, % at 4.4 µM. 370,000 compounds, 0.75% hits; in the data active means inhibition above about 21%;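 further: UHRF1 SRA domain binding a hemimethylated CpG hairpin DNA probe; 0% = median of test compound wells and 100% = reference inhibitor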
MBD2 DNA inh: inhibitors of human MBD2 binding to methylated oligonucleotide; Q9UBB5; TR-FRET; inhibition, % at 4.4 µM; 370,000 compounds, 0.31% hits; AID 686964; in the data active means inhibition above about 13%
Target sequence (Q9UBB5 whole entry, looked up): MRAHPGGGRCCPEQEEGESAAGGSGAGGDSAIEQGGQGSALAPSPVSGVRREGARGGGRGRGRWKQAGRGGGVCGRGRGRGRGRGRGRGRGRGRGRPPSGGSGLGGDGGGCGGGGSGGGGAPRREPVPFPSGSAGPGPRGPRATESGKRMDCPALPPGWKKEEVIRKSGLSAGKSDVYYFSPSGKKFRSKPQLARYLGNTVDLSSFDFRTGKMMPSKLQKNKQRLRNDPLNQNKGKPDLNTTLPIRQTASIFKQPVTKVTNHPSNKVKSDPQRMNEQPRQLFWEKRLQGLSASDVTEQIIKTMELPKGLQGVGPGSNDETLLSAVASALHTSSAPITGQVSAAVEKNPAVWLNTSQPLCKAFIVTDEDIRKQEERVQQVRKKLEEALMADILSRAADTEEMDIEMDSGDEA
PRMT1 inh: inhibitors of human PRMT1 | recombinant PRMT1, activity-based probe fluorescence polarization | 370,000 compounds, 1.3% hits | inhibition, % at 2.79 µM | AID 652257;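 active means inhibition above about 21% made by adding two undisclosed values, limit read from the data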
TCR-CD3 inh: inhibitors of human TCR-CD3 interaction. TAMRA-labeled TCR probe fluorescence, biochemical. inhibition, % at 9.4 µM. 360,000 compounds, 0.37% hits; in the data active means inhibition above about 19%;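 further: recombinant mutant TCR 2C K166C tagged with TAMRA read by polarization; 0% = receptor in buffer alone and 100% = receptor with positive control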
rCAG RNA binder: molecules binding r(CAG) RNA repeats | 370,000 compounds, 1.3% hits | r(CAG) RNA repeat, TO-PRO-1 dye displacement fluorescence | AID 651821 | inhibition, % at 3 µM;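 active means inhibition above the plate cutoff, the mean of all test compounds on that plate plus 3 SD, cut at about 35% in these data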;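 further: 0% = DMSO alone and 100% = 100 µM mitoxantrone as full dye displacement; higher means more dye released from RNA so lower well fluorescence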
HTRA1 inh: blocks human HTRA1 serine peptidase. Q92743. recombinant HTRA1, FP-rhodamine activity-based probe, fluorescence polarization. inhibition, % at 5.96 µM. 340,000 compounds, 0.5% hits; in the data active means inhibition above about 36%;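 further: 0% = enzyme with DMSO and 100% = wells lacking enzyme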
NR1D1 modulator: modulates human Rev-erb alpha binding to DNA; P20393; Rev-erbα–FITC-DNA binding, fluorescence polarization, 90 min; activity, % at 10 µM; 370,000 compounds, 0.79% hits;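 active means activity above about 14%, limit read from the data; passing the limit was not always enough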;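 further: 0% = DMSO wells with 35 nM protein and 100% = DMSO wells with 750 nM protein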
Target sequence (P20393 whole entry, looked up): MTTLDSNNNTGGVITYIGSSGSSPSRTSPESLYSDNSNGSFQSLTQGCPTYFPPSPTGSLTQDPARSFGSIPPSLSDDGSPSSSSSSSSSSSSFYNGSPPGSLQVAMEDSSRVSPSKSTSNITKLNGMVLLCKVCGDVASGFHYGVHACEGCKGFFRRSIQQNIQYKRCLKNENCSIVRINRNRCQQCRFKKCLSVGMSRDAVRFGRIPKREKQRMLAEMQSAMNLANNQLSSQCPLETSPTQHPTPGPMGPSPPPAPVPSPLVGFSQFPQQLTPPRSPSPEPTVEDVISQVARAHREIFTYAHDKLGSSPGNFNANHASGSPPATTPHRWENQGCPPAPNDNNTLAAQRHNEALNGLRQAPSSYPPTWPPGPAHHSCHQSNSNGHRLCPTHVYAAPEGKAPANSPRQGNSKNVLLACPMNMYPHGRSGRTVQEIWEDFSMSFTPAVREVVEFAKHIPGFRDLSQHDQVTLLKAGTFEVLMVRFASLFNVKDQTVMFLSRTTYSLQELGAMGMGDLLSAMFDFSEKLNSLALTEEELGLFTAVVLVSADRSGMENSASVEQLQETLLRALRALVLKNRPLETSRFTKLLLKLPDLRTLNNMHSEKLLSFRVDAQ
LEDGF integ inh: blocks HIV-1 LEDGF/p75-dependent DNA integration; AID 743269; 370,000 compounds, 0.64% hits; TR-FRET IN-LEDGF/p75 DNA integration, Eu/Cy5; inhibition, % at 3.7 µM;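 active means inhibition above the screen-wide mean plus 3 SD, cut at about 13% in these data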;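 further: signal is the Cy5 over europium emission ratio at 671 and 618 nm; 0% = plate median of compound wells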
mABHD4 FP: ABHD4 (mouse) inhibition, primary FP screen; Q8VD66; purified mABHD4, FP-Rh probe fluorescence polarization; inhibition, % at 8.92 µM; 370,000 compounds, 0.54% hits; AID 720543;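 active means inhibition exceeding the mean over every tested compound plus 3 SD, cut at about 30% in these data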;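 further: 0% = plate median of compound wells and 100% = S159A mutant with DMSO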
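Assay system: wild-type mouse ABHD4 protein; compound: single nominal dose of 8.92 µM, 0.89% DMSO final; schedule: 45 min + 60 min at 25 °C; measured by: FP readout, ex 525 nm / em 598 nm; evaluation: % inhibition of FP-Rh probe binding versus controls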
PG9 Ab binder: PG9 antibody binding by small molecule; TR-FRET gp120-PG9 antibody binding; AID 624416; 360,000 compounds, 0.43% hits; inhibition, % at 6.7 µM; in the data active means inhibition above about 8.5%
* hit, by the source's call; . = no result given. Only part of the results is shown; the hit share may differ from the screen's.

SMILES | UHRF1 MBD2 ctr | MBD2 DNA inh | PRMT1 inh | TCR-CD3 inh | rCAG RNA binder | HTRA1 inh | NR1D1 modulator | LEDGF integ inh | mABHD4 FP | PG9 Ab binder
CCOc1ccccc1C=NN=Cc1ccccc1O | -1 | -8 | 1 | -7 | -1 | -7 | -1 | -1 | -6 | 4.5
CCCc1cnc(N2CCN(C(=S)NC)CC2)nc1 | -1 | 7 | -9 | 4 | -4 | 2 | -2 | 4 | -7 | -3.4
CCCC(=O)NNC(=O)CC(=O)Nc1ccccc1C(=O)O | -3 | -6 | 1 | -10 | -1 | 0 | -1 | 0 | 4 | 3.9
Cc1ccc(NC(=O)COC(=O)c2cc(Cl)ccc2Cl)c(Br)c1 | 2 | 9 | 1 | -7 | 4 | -8 | 4 | 0 | -1 | 22*
COc1ccc(C=C2CS(=O)(=O)CC(=Cc3ccc(OC)cc3)C2=O)cc1 | -1 | -10 | 2 | 7 | 8 | -10 | -4 | 2 | -2 | -1.2
Cc1cccc(C)c1OCc1cc(C(=O)N2CCC(C3CCCCC3)C2)no1 (stereo unspecified) | 0 | 5 | 0 | -2 | 0 | -20 | 3 | -3 | -3 | -2.7
O=C(CCc1nc2ccccc2c(=O)[nH]1)N1CCN(S(=O)(=O)c2ccc(F)cc2)CC1 | 4 | 0 | -2 | 4 | 5 | -5 | -8 | 0 | 2 | 1.2
Cc1ccc(C23CC4CC(CC(NC(=O)NCCN(C)C)(C4)C2)C3)cc1 | 0 | 5 | -1 | 4 | 7 | 2 | -1 | 0 | 19 | 0.1
CC(=O)Oc1ccc(C(=O)Nc2ccccc2C(=O)Nc2cccc(C(=O)O)c2)cc1 | 0 | 1 | 2 | -1 | 7 | -7 | 5 | 4 | -13 | -3.7
O=C(c1ccccc1Oc1ccccc1)N1CCN(c2ccccc2F)CC1 | -1 | -2 | -1 | 0 | -3 | -7 | 1 | -1 | -3 | -0.2
Cc1c(Br)c([N+](=O)[O-])nn1CC(=O)N1CCCc2ccccc21 | 2 | 0 | 0 | 10 | 2 | 2 | -3 | 2 | 2 | 0.3
C/C(=N/NC(=O)c1ccncc1)c1c[nH]c2ccccc12 | -2 | 0 | 0 | 6 | 0 | 6 | -8 | 1 | 7 | -2.6
COc1cccc(CNC(=O)C2CCN(S(=O)(=O)c3ccc4c(c3)CC(C)N4C(=O)C3CC3)CC2)c1 (stereo unspecified) | -1 | -1 | -3 | 9 | -4 | -13 | 1 | 3 | -5 | -0.7
S=C(NCc1ccncc1)NC1CCCCC1 | -2 | 6 | 4 | 3 | -4 | 1 | 3 | -5 | 5 | -0.8
CC1CC2(C)Oc3ccccc3CC2C(C)C1CNCCCN(C)C (stereo unspecified) | 1 | 2 | -1 | 2 | 7 | 13 | 0 | 0 | 3 | -2.4
CC1CCCCN1C(=O)CCn1c(=S)oc2ccccc21 (stereo unspecified) | -2 | -3 | 0 | 4 | -5 | 2 | -2 | -3 | 5 | 1.0
COc1ccc(N2C3=[N+](CCCC3)CC2(C)O)cc1 (stereo unspecified) | 2 | -1 | -2 | -6 | 0 | 8 | 0 | 2 | -2 | -0.6
O=[N+]([O-])c1cc2c(c(CSc3ncccn3)c1)OCOC2 | 3 | 2 | -4 | 0 | -5 | 2 | 3 | 4 | 0 | -1.5
C[C@@H]1CN([C@H](C)CO)S(=O)(=O)c2ccc(-c3cccc(C(=O)N(C)C)c3)cc2O[C@H]1CN(C)C(=O)Nc1ccc(F)cc1 | 0 | -1 | 0 | 10 | 2 | -1 | 8 | 3 | -4 | 0.3
Cc1cc(C(=O)OCC(=O)Nc2cccc(S(N)(=O)=O)c2)c2ccccc2n1 | 23* | -2 | -7 | 4 | 5 | -9 | -4 | 2 | 0 | -0.9
O=C(NN1CCOCC1)NC12CC3CC(CC(C3)C1)C2 | 1 | 3 | 3 | -6 | -4 | -81 | 2 | -5 | -2 | -0.3
Fc1cccc(Cl)c1/C=N/n1c(-c2cccnc2)n[nH]c1=S | -3 | -5 | 1 | -2 | 4 | 2 | 4 | 0 | 3 | 0.5
CCOc1ccc(CCNC(=O)COC(=O)/C=C/c2ccccc2OC)cc1OCC | 0 | -1 | 0 | 2 | -3 | -3 | -4 | -1 | 9 | -1.1
CCOCCCNC(=O)c1ccc2c(c1)ncn2-c1ccc(CC)cc1 | 2 | -1 | 2 | -7 | -2 | -4 | 6 | -4 | 4 | 1.1
COc1ccc(OC)c(S(=O)(=O)Nc2ccc(CC(=O)O)cc2)c1 | -4 | -4 | 0 | 7 | -2 | -3 | 3 | -3 | -2 | 1.8
CCCCCC(=O)N1CCN(CCN=CC2=C(O)CC(c3ccco3)CC2=O)CC1 (stereo unspecified) | 12 | 3 | 13 | -7 | -5 | 8 | 3 | 11 | -11 | 1.2
CCn1c(SCC(=O)OC)nc2sc3c(c2c1=O)CCC3 | 12 | 10 | 4 | -3 | -1 | -1 | -16 | 2 | 3 | -1.3
COc1ccc(NC(=O)C/C(C)=N/NC(=O)c2ccco2)c([N+](=O)[O-])c1 | -10 | -13 | 6 | -1 | 9 | -2 | 1 | -1 | -2 | 1.4
Cc1nc(Br)c(Br)c(C)c1Br | 0 | -5 | -1 | 3 | 2 | 8 | 5 | -2 | 1 | 0.2
COc1ccc(OC)c(NC(=O)Nc2nnc(N3CCC(C)CC3)s2)c1 | -1 | 0 | 1 | -7 | 4 | -4 | 1 | 2 | 2 | -1.7
COc1ccc2c(CC(=O)OCC(=O)Nc3ccc(S(N)(=O)=O)cc3)coc2c1 | 5 | 3 | 1 | -6 | 14 | -3 | -3 | 1 | -4 | -0.2
CC(C)CCc1c(O)nc(SCC(=O)N2CCCCCC2)[nH]c1=O | 1 | 2 | 2 | 7 | 0 | 3 | -1 | 0 | 1 | -1.4
Cc1ccc(NC(=O)CCN2C(=O)OC(C)(C)C2(C)O)cc1 (stereo unspecified) | 0 | 3 | -1 | 5 | 1 | 1 | 2 | 0 | 7 | 0.3
COc1cccc(-c2nc3cc(C)ccc3o2)c1 | 4 | -1 | 1 | 6 | 0 | -2 | -7 | -2 | 6 | -0.7
COc1ccc([C@H]2CC(=O)C[C@@H](CCn3cc(C)nn3)O2)cc1 | 2 | 1 | 2 | 2 | 2 | . | 3 | 3 | 2 | 0.5
O=S(=O)(c1ccc(NCCc2c[nH]c3ccccc23)nc1)N1CCOCC1 | 0 | -5 | -5 | 3 | 4 | 2 | 8 | 0 | 5 | -1.3
O=C(O)C1=C[C@@H](c2csc3ccccc23)C[C@@H](OCCCCO)O1 | 0 | -4 | 4 | 0 | 8 | -10 | -2 | 1 | 11 | -0.2
O=C(/C=C/c1ccco1)Nc1cccc(-c2nc3ccccc3[nH]2)c1 | -1 | 4 | 14 | 6 | 19 | -94 | 2 | 4 | -102 | -0.1
Cn1ncc([N+](=O)[O-])c1C(=O)NC1CCCCCC1 | 4 | 2 | 1 | -6 | -4 | 7 | 0 | -3 | -5 | 0.2
O=C(N/N=C/c1coc2ccc(Cl)cc2c1=O)c1cc(O)cc(O)c1 | -2 | 4 | 1 | -1 | 1 | -25 | 0 | -1 | -5 | -0.7

Complete entries as entered above.
O=C(O)C1=C[C@@H](c2csc3ccccc23)C[C@@H](OCCCCO)O1 is listed as UHRF1 MBD2 ctr: 0; MBD2 DNA inh: -4; PRMT1 inh: 4; TCR-CD3 inh: 0; rCAG RNA binder: 8; HTRA1 inh: -10; NR1D1 modulator: -2; LEDGF integ inh: 1; mABHD4 FP: 11; PG9 Ab binder: -0.2
S=C(NCc1ccncc1)NC1CCCCC1 is listed as UHRF1 MBD2 ctr: -2; MBD2 DNA inh: 6; PRMT1 inh: 4; TCR-CD3 inh: 3; rCAG RNA binder: -4; HTRA1 inh: 1; NR1D1 modulator: 3; LEDGF integ inh: -5; mABHD4 FP: 5; PG9 Ab binder: -0.8

Going on with the list.
SMILES | UHRF1 MBD2 ctr | MBD2 DNA inh | PRMT1 inh | TCR-CD3 inh | rCAG RNA binder | HTRA1 inh | NR1D1 modulator | LEDGF integ inh | mABHD4 FP | PG9 Ab binder
O=C(Nc1ccccc1F)C1CCCN1S(=O)(=O)c1ccc(Cl)cc1 (stereo unspecified) | 5 | 2 | 0 | -6 | -2 | 7 | -2 | -5 | -2 | -1.7
O=c1[nH]cnc2c1c(-c1ccccc1)cn2-c1cccc(Cl)c1 | 2 | 0 | -4 | 1 | 6 | -33 | 2 | 1 | -11 | 0.0
CC1CCc2c(sc(NC(=O)COC(=O)C3CCCO3)c2C#N)C1 (stereo unspecified) | 1 | 3 | 3 | -4 | 0 | -7 | 4 | 1 | 1 | 1.6
Cc1ccc(C(=O)NCCNC(=O)c2ccc(F)cc2)cn1 | 0 | -3 | -2 | -6 | 1 | 6 | 1 | -1 | 3 | -2.9
c1ccc(Sc2nc(N3CCCCC3)nc(N3CCCCC3)n2)nc1 | 3 | 4 | -2 | 6 | -5 | -26 | -4 | -1 | 7 | -0.1
O=C(CCN1C(=O)C2C3C=CC(C3)C2C1=O)NCC1CCCO1 (stereo unspecified) | 2 | -5 | 1 | -2 | 1 | 5 | 1 | 2 | -8 | -1.4
O=C(NC1CCCc2ccccc21)C1CCN(c2c3c(nc4ncnn24)CCC3)CC1 (stereo unspecified) | -2 | 0 | -1 | 4 | -4 | 0 | 1 | -1 | -1 | 1.8
COC(=O)N/N=C(\C)c1ccccc1OC(F)F | 0 | -1 | -2 | -4 | -5 | 6 | 4 | -2 | 6 | 2.6
C/C(CC1CC(C)(C)OC1=O)=N/Nc1nc(-c2ccccc2)cs1 (stereo unspecified) | 0 | 1 | 11 | 0 | 14 | 17 | 3 | -3 | 14 | -1.0
CC/C(CC(=O)C(F)(F)F)=N\NC(=O)/C(C#N)=C/N(C)C | -2 | 2 | -2 | 0 | -4 | 13 | -1 | 1 | 10 | -0.8
CCOc1ccc(C(C(=O)NCC2CCCO2)N(C(=O)c2snc(C(N)=O)c2N)c2ccc3c(c2)OCCO3)cc1 (stereo unspecified) | 1 | 2 | 1 | -7 | 4 | -5 | -7 | -8 | -7 | 0.1
Cc1ccc(NC(=O)CSC2=C(C#N)C(c3ccco3)C3=C(CCCC3=O)N2)cc1 (stereo unspecified) | 1 | 0 | 0 | -2 | 5 | -11 | -5 | -4 | -2 | 1.1
CCCS(=O)(=O)N1CCCC(C(=O)NCCN(CC)CC)C1 (stereo unspecified) | 5 | -2 | 2 | -3 | 1 | 4 | 1 | 2 | -1 | 1.6
COc1cc(NC(=O)CSc2nc3ncnc(N)c3[nH]2)c(C(=O)O)cc1OC | -3 | 3 | 0 | -1 | 1 | -3 | -1 | 1 | -5 | 0.9
CC(C)C(=O)N1CCC1(C)C(=O)Nc1nc2ccccc2[nH]1 (stereo unspecified) | -2 | -2 | -8 | 10 | -1 | . | -5 | 0 | 3 | 0.5
CCC(CC)C(=O)Nc1nnc(S(=O)(=O)Nc2ccccc2C)s1 | 4 | 9 | 9 | -4 | 19 | 2 | -3 | -5 | -12 | -0.7
O=C(CC1CCCC1)N1CCN(S(=O)(=O)c2c(F)cccc2F)CC1 | 1 | 0 | 0 | 3 | -1 | 8 | -1 | -2 | 8 | -1.0
CCCOC(=O)c1ccc(NC(=O)CC(C)(C)C)cc1 | -2 | 6 | 1 | 6 | -1 | -7 | -1 | 4 | -17 | -2.0
Cn1cc(C(=O)N2CCN(c3ccccn3)CC2)c(=O)c2cc(S(=O)(=O)N3CCOCC3)ccc21 | 2 | -3 | 1 | -1 | -2 | 6 | -3 | 2 | 0 | -0.3
